# Source: PubChem BioAssay
# Polio RdRp inh = inhibitors of poliovirus RNA polymerase binding and polymerization. P03300. 150,000 compounds, 0.66% hits. poliovirus polymerase elongation, fluorescence polarization; stronger effect = lower value. % elongation, % (compound at 16.7 µg/mL); in the data active means % elongation below about 90%; further: some results filed as inactive read as strong as hits
# Target sequence (P03300 1749-2209 limits assumed): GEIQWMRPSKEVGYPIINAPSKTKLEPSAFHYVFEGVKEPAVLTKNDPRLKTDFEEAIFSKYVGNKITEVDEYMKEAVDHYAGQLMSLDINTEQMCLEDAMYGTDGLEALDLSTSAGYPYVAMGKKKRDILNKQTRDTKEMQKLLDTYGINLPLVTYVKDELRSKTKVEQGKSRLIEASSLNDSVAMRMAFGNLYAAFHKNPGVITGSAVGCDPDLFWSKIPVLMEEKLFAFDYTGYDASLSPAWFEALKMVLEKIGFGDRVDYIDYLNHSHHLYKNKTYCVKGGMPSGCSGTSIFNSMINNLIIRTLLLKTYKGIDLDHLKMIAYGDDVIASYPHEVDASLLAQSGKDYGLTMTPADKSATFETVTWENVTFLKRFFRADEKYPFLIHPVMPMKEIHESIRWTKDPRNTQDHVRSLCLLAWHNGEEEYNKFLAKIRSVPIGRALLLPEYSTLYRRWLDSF
# Polio RdRp inh FP z-score = further read-out of Polio RdRp inh, marked with its call; z-score; measured here: FP z-score; hits read low
# The depositor's hits bear a star. The list is partial, so the mix of outcomes need not match the whole.
SMILES,Polio RdRp inh,Polio RdRp inh FP z-score
CC(C)[C@H](NC(=O)C1CCCCC1)c1nc2ccccc2[nH]1,102,-0.2
CCC(c1nnc(SCC(=O)NCCc2ccc(Cl)cc2Cl)o1)N(C)C (stereo not drawn),101,-0.4
O=C(CN1C(=O)CCC1=O)Nc1nnc(-c2cccnc2)o1,100,-0.4
COc1cc(/C=C2/SC(=O)NC2=O)cc(Br)c1O,107,1.1
CCOc1ccc(C(=O)NCC(=O)O)cc1,102,0.1
C=CCN(CC(=O)O)S(=O)(=O)c1ccccc1C(F)(F)F,102,0.1
O=C(CC1(O)C(=O)N(CCc2ccccc2)c2ccc(Cl)cc21)c1ccccc1 (stereo not drawn),103,0.8
CCCC(=O)N1c2ccccc2NC2=C(C(=O)CCC2)C1c1ccc(OC)c(OC)c1 (stereo not drawn),101,-0.2
Cc1cc(C(=O)COc2ccc(Cl)cc2Br)c(C)n1C,104,0.1
CCC(=O)NCCc1cc2cc(C)c(C)cc2[nH]c1=O,98,-0.9
COc1ccc(-c2csc(N/N=C\c3ccc(O)cc3)n2)cc1,104,0.5
COc1ccc(S(=O)(=O)NCc2ccc3c(c2)CCN3C(=O)c2ccccc2)cc1OC,106,-0.3
Cc1cc(=O)oc2cc(OC(C)C)c(Cl)cc12,101,0.1
COC(=O)c1c(-c2ccc(F)c(F)c2)cn2c1SCC2=O,114,2.3
Cn1c(SCC(=O)N2CCCCC2)nc2ccccc2c1=O,100,-0.5

# An excerpt of these results, with values under each structure.
# Order of results: Polio RdRp inh | Polio RdRp inh FP z-score
C=CCN(CC(=O)O)S(=O)(=O)c1ccccc1C(F)(F)F
  102 | 0.1
CC(C)[C@H](NC(=O)C1CCCCC1)c1nc2ccccc2[nH]1
  102 | -0.2

# (cont.)
SMILES,Polio RdRp inh,Polio RdRp inh FP z-score
COc1ccccc1N1CCN(C(=O)C(OC(C)=O)c2ccccc2)CC1 (stereo not drawn),101,0
CCc1ccccc1Nc1nc(N)nc(CSc2nnc(-c3cccs3)n2CC2CCCO2)n1 (stereo not drawn),105,0.2
Cc1cc(-c2ccccc2C(=O)NCc2ccccc2)on1,103,0.2
Cc1ccccc1OCC(=O)N1CCCc2ccccc21,102,0
CCCNC(=O)COc1ccc(Br)cc1C,100,-0.1
Cc1csc(-c2nonc2N)n1,107,0.6
CCOC(=O)C1=C(C)NC(=S)NC1c1ccc(OCC(=O)N2CCCCC2)cc1 (stereo not drawn),104,0.2
CC(=Nc1ccccc1)Nc1ccccc1,101,0.5
Cc1ccc(-n2nnc(S(=O)(=O)c3ccc(C)cc3)c2N)cc1,102,0.1
CCN(CC)Cc1cc(C(=O)O)c(-c2ccccc2)o1,96,-0.7
Cc1cc(N=Cc2c(O)n(-c3ccc(C)c(C)c3)c(=O)c3ccccc23)no1,114,1
Cc1c(N2CCCC2)cc2c(c1N)C(C)(C)CC2(C)C,99,-0.6
CCc1ccc(OCCCC(=O)O)c(Br)c1,100,-0.3
CC(C)(C)C(=O)CC(=O)Nc1ccc(Cl)c(N)c1,98,-0.7
COC(=O)c1ccc(NC(=O)CNC2CCCCCC2)cc1,103,0
O=C(CN1CCN(Cc2ccccc2Cl)C1=O)NCc1ccccc1Cl,115,0.7
CC(C)CC(=O)N1CCN(c2ccc(F)cc2)CC1,101,0.1
FC(F)Oc1ccc(NC(=S)NC2CCCC2)cc1,104,0.2
CS(=O)(=O)c1nc(Oc2cccc(C(F)(F)F)c2)cc(Oc2cccc(C(F)(F)F)c2)n1,104,0.2
O=C(NC1CCCCCC1)c1cc2ccccc2c(=O)[nH]1,103,0.2
CSc1nn(-c2ccccc2)cc1-c1nc(-c2ccccc2)cs1,102,-0.2
CCOC(=O)C1=NN(c2ccccc2)C(=O)C12CC(C)=C(C)CS2 (stereo not drawn),105,0.3
O=C(NCCN1CCOCC1)c1cccc2c1OCCCO2,98,-1.5
Cc1ccccc1CN1CCC(CNc2ncnc3onc(-c4ccc(F)cc4)c23)CC1,101,-0.2
Cc1ccc(OCC(=O)Nc2cccc(OCc3cc(=O)n4cccc(C)c4n3)c2)cc1C,104,-0.4
CCc1ccc(N2C(=O)CSC23C(=O)N(Cc2cccc(OC)c2)c2ccccc23)cc1 (stereo not drawn),105,-0.2
COc1ccc(C(NC(C)=O)c2ccc3cccnc3c2O)cc1 (stereo not drawn),99,-0.5
COc1ccccc1NC(=O)CSc1nnc2c(n1)[nH]c1ccccc12,104,-1.1
Cc1cc(C)n(-c2nnc(C)n2NS(=O)(=O)c2ccc(F)cc2)n1,102,0
Cc1ccc2nc(C)c(CN3CCN(C(=O)/C=C/c4ccc(C#N)cc4)CC3)n2c1,101,-0.1
Cc1ccc(NCc2cccn2-c2nnc(N3CCC(C(=O)NCc4ccccc4C)CC3)s2)cc1,109,-0.4
Cc1cc(N2CCCC2)nc2ccc(NC(=S)NC(C)C)cc12,99,-1.2
Cn1c(=O)cc(SCC(=O)N2CCN(c3ccc(F)cc3)CC2)c2ccc(Cl)cc21,106,0.3
CCOC(=O)c1ccc(N2C(=O)c3[nH]nc(-c4ccc(C)cc4)c3C2c2cccs2)cc1 (stereo not drawn),110,0.8
Clc1ccc(-c2noc(-c3cccnc3NCc3ccco3)n2)cc1,103,-1.1
CCOC(=O)c1sc(NC(=O)c2cccs2)cc1C,104,0.2
O=C(c1ccco1)c1cn(CC(=O)N2CCc3ccccc3C2)c2ccccc12,104,0.5
O=C(OCC1CCCO1)c1ccc2c(c1)N(Cc1ccc(F)cc1)C(=O)c1ccccc1S2(=O)=O (stereo not drawn),107,0
Cc1ccc(-c2cc(C(F)(F)F)c3c(N)c(C(=O)c4ccc5c(c4)OCO5)sc3n2)o1,45,-5.6
COc1ccc(Nc2ncnc3c2nc2n3CCCCC2)cc1,113,1.6
O=C1CCCN2N=C(SCc3ccccc3F)SC2=N1,102,0.3
CCOc1cccc(/C=N/NC(=O)c2[nH]nc(-c3ccccc3)c2C)c1O,103,0.3
N#Cc1ccccc1NC(=O)CSc1ccccn1,102,-0.3
O=C1CCCN1CN1CCN(CN2CCCC2=O)CC1,103,0.2
COc1ccc(OC(=O)c2cc3ccccc3o2)cc1,102,-0.1
CCOC(=O)CC1=CSC2=NCCN12,104,0.6
CCCN(CCC)C(=O)c1ccc2c(c1)N(Cc1ccccc1C)C(=O)c1ccccc1S2=O (stereo not drawn),100,-1
CC(=O)NCc1ccc(C(=O)COC(=O)/C=C/c2cccs2)o1,103,0.1
Brc1ccccc1-c1nc2ccccc2c2nc3ccccc3n12,103,0.4
Clc1ccccc1CNCc1ccncc1,102,0
Clc1ccc(-n2ncc3c(N4CCCC4)ncnc32)cc1,100,-0.4
CCc1ccc(Oc2coc3cc(OC(=O)c4cccs4)ccc3c2=O)cc1,106,0.9
CC(C)N1CCN(S(=O)(=O)c2ccc(Cl)cc2)CC1,102,-0.1
Cc1cccc(Cn2cccc(C(=O)Nc3ccc4c(c3)OCCO4)c2=O)c1,107,0.2
COc1ccc(-c2n[nH]c(C(F)(F)F)c2-c2cc3ccccc3o2)c(O)c1,102,0.4
CC(C)c1ccc(CNc2n[nH]c(-c3ccco3)n2)cc1,109,0.5
CSc1ccccc1NC(=O)CN1CCCC1,102,-0.2
COc1cc2c(cc1OC)C(c1ccc(F)cc1)N(c1ccccc1)C(=O)C2 (stereo not drawn),99,-1.7
Cc1ccccc1CNC(=O)c1oc2c(c1C)-c1nn(Cc3ccc(Cl)cc3)cc1CC2,105,-0.4
Nc1ccc(S(=O)(=O)N2CCCC2)cc1Cl,100,-1

# Already shown: entries from further up.
SMILES,Polio RdRp inh,Polio RdRp inh FP z-score
CCOC(=O)CC1=CSC2=NCCN12,104,0.6
CCCN(CCC)C(=O)c1ccc2c(c1)N(Cc1ccccc1C)C(=O)c1ccccc1S2=O (stereo not drawn),100,-1
CC(=O)NCc1ccc(C(=O)COC(=O)/C=C/c2cccs2)o1,103,0.1
Brc1ccccc1-c1nc2ccccc2c2nc3ccccc3n12,103,0.4
Clc1ccccc1CNCc1ccncc1,102,0
Clc1ccc(-n2ncc3c(N4CCCC4)ncnc32)cc1,100,-0.4
CCc1ccc(Oc2coc3cc(OC(=O)c4cccs4)ccc3c2=O)cc1,106,0.9
CC(C)N1CCN(S(=O)(=O)c2ccc(Cl)cc2)CC1,102,-0.1
Cc1cccc(Cn2cccc(C(=O)Nc3ccc4c(c3)OCCO4)c2=O)c1,107,0.2
COc1ccc(-c2n[nH]c(C(F)(F)F)c2-c2cc3ccccc3o2)c(O)c1,102,0.4
CC(C)c1ccc(CNc2n[nH]c(-c3ccco3)n2)cc1,109,0.5
CSc1ccccc1NC(=O)CN1CCCC1,102,-0.2
COc1cc2c(cc1OC)C(c1ccc(F)cc1)N(c1ccccc1)C(=O)C2 (stereo not drawn),99,-1.7
Cc1ccccc1CNC(=O)c1oc2c(c1C)-c1nn(Cc3ccc(Cl)cc3)cc1CC2,105,-0.4
Nc1ccc(S(=O)(=O)N2CCCC2)cc1Cl,100,-1

# Next records follow:
SMILES,Polio RdRp inh,Polio RdRp inh FP z-score
O=C(CSc1c2c(nc3ccccc13)CCCC2)NCc1ccco1,101,-0.3
CN(C)c1ccc(C(=O)NCc2ccc3c(c2)CCO3)cc1,101,-0.5
Cc1cc(C)c(C#N)c(SCCN2CCCCC2)n1,100,-0.2
COc1ccc(C)cc1Nc1nnc(C)c(=O)[nH]1,99,-0.4
COc1ccc(CNCCN(C)C)cc1OC,104,0.6
C=CCc1ccccc1OCCSc1nc(-c2ccc(C(C)(C)C)cc2)nc2cc(=O)[nH]n12,105,-0.3
CCCCNC(=O)c1ccc2[nH]c(C)c(C)c2c1,98,-1
Cc1cc(C)cc(N2CC(c3nnc(NC(=O)c4ccco4)s3)CC2=O)c1 (stereo not drawn),103,-0.8
COc1ccc2oc(C)c(C(=O)CSc3ccccc3)c2c1,104,0.6
COc1cccc(-c2cc(C(=O)N3CCN(c4ccc(F)cc4)CC3)no2)c1,104,0
COc1ccc(C2=NN(C(=O)CNc3cccc4ccccc34)C(c3ccco3)C2)cc1 (stereo not drawn),103,0.1
CCc1ccccc1NC(=O)CN1C(=O)CCc2cc(S(=O)(=O)N3CCCCC3)ccc21,107,0.1
CCOc1ccc(NC(=O)CSc2nc(=O)n(Cc3ccco3)c3c2CCCC3)cc1,106,0.3
Cc1ccnc(NC(=O)CCSc2ccccc2)c1,102,0.4
Cc1cc(C)n(CC(=O)Nc2ccccc2C)c(=O)n1,101,-0.2
CC(C)(C)CC(=O)Nc1nc2ccc(S(C)(=O)=O)cc2s1,101,-0.2
CCOC(=O)c1[nH]c(C)c(CCC(=O)O)c1C,100,-0.3
Cc1cc(C)cc(NC(=O)Cn2c(C(F)(F)F)nc3ccccc32)c1,99,-1.7
CC1COc2c(N3CCN(C)CC3)c(F)cc3c(=O)c(C(=O)N4CCN(S(=O)(=O)c5ccccc5)CC4)cn1c23 (stereo not drawn),101,-0.2
CC(C)(C)c1csc(-c2ccc(O)cc2)n1,98,-0.6
CC(C)c1ccc2occ(CC(=O)Nc3nnc(C(C)C)s3)c2c1,102,-0.2
C[C@@H]1NC(=O)[C@@H]2C[C@@H](OC(=O)c3ccccc3)CN2C1=O,102,-1
COc1cccc(CNC(=O)c2oc3ccc4c(c3c2C)C(=O)CC(C)(C)O4)c1OC,117,1.7
CCOc1ccc(N(CC)S(=O)(=O)N2CCCC(C(=O)Nc3ccc(OC)c(OC)c3)C2)cc1 (stereo not drawn),100,-1.3
COc1ccc(OC)c2sc(N3CCN(C(=O)C4COc5ccccc5O4)CC3)nc12 (stereo not drawn),109,0.5
COCCNC(=O)Cn1ncn2nc(-c3ccccc3)cc2c1=O,100,-0.4
CC(=O)Nc1ccc(S(=O)(=O)N(C)C)cc1,99,-0.7
COc1ccc(CCNC(=O)C(Sc2ccc(Cl)cc2)c2ccccc2)cc1OC (stereo not drawn),102,-0.3
Cc1cc2oc(C(=O)N(Cc3ccccc3F)C3CCS(=O)(=O)C3)c(C)c2cc1Cl (stereo not drawn),107,0.2
N=c1c[n+](C2CCCCC2)[n-]o1,104,0.1
CC(Oc1ccc(F)cc1)C(=O)NN (stereo not drawn),102,0
Cc1ccc(Nc2nc(Nc3ccc(C)cc3)nc(-n3sc(=S)nc3C)n2)cc1,101,-0.2
CC(C(=O)OCC(=O)c1ccc[nH]1)N1C(=O)c2ccccc2C1=O (stereo not drawn),104,0.2
O=C(OC[C@H]1O[C@H](OC(=O)c2cc(O)c(O)c(OC(=O)c3cc(O)c(O)c(O)c3)c2)[C@H](OC(=O)c2cc(O)c(O)c(OC(=O)c3cc(O)c(O)c(O)c3)c2)[C@@H](OC(=O)c2cc(O)c(O)c(OC(=O)c3cc(O)c(O)c(O)c3)c2)[C@@H]1OC(=O)c1cc(O)c(O)c(OC(=O)c2cc(O)c(O)c(O)c2)c1)c1cc(O)c(O)c(OC(=O)c2cc(O)c(O)c(O)c2)c1,98,-0.2
CC1CC(C)CN(C(=O)COC(=O)/C=C/c2ccco2)C1 (stereo not drawn),103,0.8
Oc1ccc(/C=N/N=C/C2=C(N3CCOCC3)C(=C\c3ccccc3)/CC2)c(O)c1,110,0.8
COC(=O)c1ccc(CSc2nc3c([nH]c4ccccc43)c(=O)n2-c2cccc(OC)c2)o1,111,1.1
COC(=O)c1sccc1S(=O)(=O)N(CC(=O)NCc1ccc(C)cc1)c1ccc(C)c(C)c1,105,-0.2
CCN(CC)C(=O)CSc1nc2cc3c(cc2c(=O)n1Cc1ccc(OC)cc1)OCO3,104,1.2
O=C(CSc1n[nH]c(=O)n1-c1cccnc1)c1ccc(N2CCOCC2)cc1,101,0
Cc1cc(C)n2nc(S(=O)(=O)NC3CCCCC3)nc2n1,104,0.2
CCOC(=O)CSc1nnc(CNc2ccc(C)cc2C)n1-c1ccccc1,103,0.5
CC(C)CC(=O)Nc1nnc(S(=O)(=O)N(C)c2ccc(Cl)cc2)s1,107,0.1
Cc1csc2sc(-c3ccnc(SCC(=O)c4ccccc4)n3)c(C)c12,108,0.8
Cc1ccc(NC(=O)Cn2nc(C(F)(F)F)c3c2CCCC3)cc1C,109,1
COc1ccc(Cn2cc(S(=O)(=O)c3ccc(Cl)cc3)c(=O)c3cc4c(cc32)OCO4)cc1,100,-1.4
